TRPC6 inhibitor = inhibitors of mouse TRPC6 channel; AID 2553; HEK293-TRPC6, membrane potential dye, ACh-evoked depolarization; hits give low values; B-score at 10 µM; actives 1.1% (n = 310,000); Q61143;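 active means B-score under library mean minus 3 SD, initial fluorescence not abnormally high, positive integrated signal ratio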;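 further: B-score derived from integrated fluorescence ratio over the kinetic read; more negative B-score means stronger inhibition of depolarization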
IEC-6 cytotox = IEC-6 cytotoxicity, counter-screen for KLF5 inhibitors; actives 0.78% (n = 290,000); AID 1825; inhibition, % at 5 µM; luminescence viability; in the data active means inhibition above about 22%;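 further: 0% = plate median of test compound wells and 100% = cytotoxic reference compound wells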
KLF5 inh = kruppel-like factor 5 inhibition; inhibition, % at 5 µM; DLD-1 KLF5 promoter-luciferase reporter, luminescence; AID 1700; actives 0.23% (n = 290,000);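 active means inhibition above a per-plate limit of that plate's mean compound inhibition plus 3 SD, cut at about 60% in these data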;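 further: 0% = DMSO wells and 100% = LY294002 at 200 µM; higher means less KLF5 promoter-driven luciferase light; inactives centre near -14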
SKKanGAS inh = SKKanGAS growth inhibition | S. pyogenes SKKanGAS, kanamycin growth, BacTiter-Glo, 6 h | inhibition, % at 7.5 µM | actives 1.3% (n = 300,000) | AID 1662;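 active means mean replicate score, as percent of positive control median, at least 50; inconclusive means mean below 50 but one replicate at or above 50; inactive means mean and every replicate below 50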;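 further: strain carries kanamycin resistance gene driven by streptokinase promoter and grows in 40 µg/ml kanamycin; loss of luminescence reflects streptokinase promoter inhibition or plain growth inhibition; 0% = median of DMSO wells and 100% = positive control at its reference dose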
MrgX1 antagonist = antagonists of human MrgX1 receptor; Q96LB2; MRGX1-HEK293 calcium flux, Fluo-4, BAM8-22 antagonism; hits give low values; B-score at 10 µM; actives 1.3% (n = 310,000); AID 588676;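 active means calcium-response B-score plate-corrected more than 3 library SD below zero, starting fluorescence within 5 deviations, no agonist response on first addition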;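 further: peak minus trough fluorescence over baseline after final BAM8-22 challenge near maximal dose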
Target sequence (Q96LB2 whole entry, looked up): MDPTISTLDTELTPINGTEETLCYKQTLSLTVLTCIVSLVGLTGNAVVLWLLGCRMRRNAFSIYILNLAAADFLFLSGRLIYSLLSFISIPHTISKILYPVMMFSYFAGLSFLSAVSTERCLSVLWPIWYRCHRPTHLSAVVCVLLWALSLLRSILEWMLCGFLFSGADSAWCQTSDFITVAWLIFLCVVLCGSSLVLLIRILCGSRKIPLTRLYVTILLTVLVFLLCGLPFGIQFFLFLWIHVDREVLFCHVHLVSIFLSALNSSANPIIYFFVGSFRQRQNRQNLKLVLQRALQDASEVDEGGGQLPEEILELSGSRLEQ
TRPC4 inh = blocks the mouse TRPC4 cation channel; Q9QUQ5; HEK293 TRPC4beta/mu-opioid, DAMGO-evoked Fluo4 calcium flux; hits give low values; B-score at 10 µM; actives 0.39% (n = 300,000); AID 2247;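 active means B-score over 3 SD under the library average, no early fluorescence shift, positive overall ratio signal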
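Assay system: TRPC4beta/mu-opioid receptor HEK293 cell line; compound dosing: single concentration per test compound; detection: Fluo4 Ca2+ flux fluorescence; evaluation: per-well B score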
TRPC4 act = activators of mouse TRPC4 channel. HEK293 TRPC4beta/mu-opioid, Fluo4 calcium fluorescence; hits give high values. B-score at 10 µM. actives 0.49% (n = 310,000). AID 2237;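 active means B-score above 5 SD of library B-scores, and initial fluorescence ratio not above library mean plus 5 SD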;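 further: positive B-score marks a calcium rise read as TRPC4 activation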
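Assay system – TRPC4beta and mu-opioid receptor HEK293 stable cells · Measured by – Fluo4 fluorescence, kinetic · Schedule – dye loading 45 min room temperature, 110 s kinetic read · Read-out – B-scored integrated calcium fluorescence ratio · Controls – buffer and maximal DAMGO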
TRPC4 potent = TRPC4 (mouse) allosteric potentiation; Q9QUQ5; HEK293 TRPC4beta/mu-opioid, DAMGO EC20, Fluo-4 Ca2+ flux; hits give high values; B-score at 10 µM; actives 0.42% (n = 310,000); AID 2227;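 active means B-score of calcium response area above 5 SD of library B-scores, with initial fluorescence ratio within 5 SD of library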;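 further: B-score of integrated fluorescence ratio over time as area under calcium response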
HIF activator = HIF pathway transcriptional activation | U2OS HRE-luciferase reporter, luminescence; normalized: DMSO 0%, desferrioxamine 100% | activation, % at 7.5 µM (by protocol) | actives 0.32% (n = 300,000);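 active means mean activation of at least 10% of the iron chelator positive control signal, with at least half of replicates also reaching 10%; inconclusive means mean and replicate majority disagree about reaching 10%; inactive means mean and most replicates under 10%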
aSyn UTR inh = MLPCN primary screen, SNCA 5' untranslated region | alpha-synuclein 5'UTR reporter, inhibitor activity | inhibition, % (tested at 7.5 µM) | actives 0.82% (n = 300,000); in the data active means inhibition above about 60%; inconclusive means no clear call, values can overlap the other calls;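 further: H4 neuroglioblastoma cells stably carrying SNCA 5'UTR luciferase fusion; 0% = DMSO wells and 100% = positive control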
TRPC6 activator = activates the mouse TRPC6 cation channel | HEK293-TRPC6 membrane potential dye fluorescence; hits give high values | B-score at 10 µM | actives 0.13% (n = 310,000) | AID 2550;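 active means B-score of the integrated fluorescence ratio above library mean plus 3 SD, and starting fluorescence ratio within library mean plus 5 SD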;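 further: higher score means more depolarization so channel activation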
* hit, by the source's call; i = inactive; ? = inconclusive; nt = not tested or not shown. Hits appear at their usual frequency. Share with any hit: about 5.8%.

SMILES | TRPC6 inhibitor | IEC-6 cytotox | KLF5 inh | SKKanGAS inh | MrgX1 antagonist | TRPC4 inh | TRPC4 act | TRPC4 potent | HIF activator | aSyn UTR inh | TRPC6 activator
COc1ccc(NC(C)=O)cc1S(=O)(=O)N1CCN(C/C=C/c2ccccc2)CC1 | i | 0 | 3 | 2 | i | i | i | i | -0.1 | 1 | i
Cc1cc(C)c2cccc(NC(=S)NC(=O)c3ccccc3)c2n1 | i | 6 | -5 | -34 | i | i | i | i | 0.7 | -76 | i
O=C(O)C(c1ccccc1)N1C(=O)/C(=C\c2ccc(O)c(O)c2)SC1=S (stereo unspecified) | i | 3 | -1 | 19 | i | i | i | i | 0.1 | -3 | i
COc1ccc2c(C#N)c3ccccn3c2c1 | i | 6 | -7 | -4 | i | i | i | i | 2.0 | -18 | i
COc1ccc(-c2sc(C(=O)c3ccc(Cl)cc3Cl)cc2CC(=O)O)cc1 | i | 3 | -35 | 7 | i | i | i | i | -2.2 | 5 | i
CC(O)CNc1nc2c(c(=O)n(C)c(=O)n2C)n1Cc1cccc(Br)c1 (stereo unspecified) | i | 4 | -12 | 1 | i | i | i | i | -0.6 | 29 | i
Cc1ccsc1/C=N/NC(=O)C(O)c1ccccc1 (stereo unspecified) | i | -11 | -14 | 4 | i | i | i | i | -1.5 | 3 | i
N#CC1(CCCN2CCCCC2)c2ccccc2CCc2ccccc21 | i | nt | nt | -11 | i | i | i | i | -0.6 | -11 | i
CC1(C)CC(C)(c2ccc(O)cc2O)N(c2cccc(Cl)c2)C(=S)N1 (stereo unspecified) | nt | -6 | 6 | 21 | i | nt | nt | nt | -0.2 | -4 | nt
CCC(COC(=O)Nc1ccccc1)NC(=O)OC(C)C (stereo unspecified) | i | 5 | -8 | -7 | i | i | i | i | 1.5 | -25 | i
CCC1CCCCN1S(=O)(=O)c1ccc(NC(=O)c2ccncc2)cc1 (stereo unspecified) | i | 7 | -25 | -4 | i | i | i | i | 0.1 | -27 | i
CC(=O)Nc1c(O)n(C)c2ccccc12 | i | 1 | 19 | 4 | i | i | i | i | -0.5 | -11 | i
Cc1ccc2cc(CN(Cc3ccco3)C(=O)c3ccco3)c3nnnn3c2c1 | i | 7 | -10 | 32 | i | i | i | i | -0.3 | 17 | i
CCN1C(=O)c2cccc3c(NC(=O)c4ccc(S(=O)(=O)N(C)C)cc4)ccc1c23 | i | 8 | -1 | 0 | i | i | i | i | -0.8 | 21 | i
Cc1ccc(N=Nc2c(N)[nH]n3c(=O)c4c(nc23)CCCC4)cc1 | i | -3 | -31 | 4 | nt | i | i | i | -0.5 | -29 | i
Cn1nccc1C(=O)NCCN1C(=O)OC(C)(C)C1(C)O (stereo unspecified) | i | 2 | -2 | 7 | i | i | i | i | 0.0 | 19 | i
CC(=O)NC1CCC(C(=O)O)(c2ccccc2)C1 (stereo unspecified) | i | 2 | -12 | 4 | i | i | i | i | -1.4 | 12 | i
CCOC(=O)[C@@H]1[C@H]2COc3ccccc3[C@@H]2N2C(=O)N(c3ccc(C)cc3)C(=O)[C@]12C | i | -1 | -25 | 0 | i | i | i | i | 0.9 | 18 | i
Cn1ccnc1SCC(=O)N1CCN(S(=O)(=O)c2ccccc2)CC1 | i | -1 | -2 | 11 | i | i | i | i | 0.2 | -5 | i
Cc1ccc(S(=O)(=O)c2nc(-c3ccco3)oc2SC(C)C)cc1 | i | -6 | 6 | 5 | i | i | i | i | -0.5 | 33 | i
COC(=O)c1c(N2C(=O)Nc3ccccc3N2O)sc(C)c1C | i | -12 | -12 | -2 | i | i | i | i | 0.1 | 12 | i
c1ccc(Nc2nc(-c3ccccc3)nc3ccccc23)cc1 | i | 3 | -42 | -4 | i | i | i | i | -11 | 1 | i
O=[N+]([O-])c1ccccc1S(=O)(=O)N1CCN(c2ccccc2)CC1 | i | 5 | -8 | -5 | i | i | i | i | 1.8 | -13 | i
Cc1ccccc1NC(=O)NCCCN1CCN(C)CC1 | i | 2 | -25 | 1 | i | i | i | i | -1.9 | 10 | i
Cc1cccc(C)c1OCC(=O)Nc1ccc2c(c1)OCCO2 | i | 12 | -84 | -4 | i | i | i | i | 3.8 | -158 | i
Cc1nc(-c2ccc(S(=O)(=O)Nc3ccc(Br)cc3Cl)s2)cs1 | i | 1 | -4 | 74* | i | i | i | i | 0.1 | -1 | i
Cc1csc(NC(=O)c2cccnc2Cl)n1 | i | nt | nt | -8 | i | i | i | i | 2.0 | -76 | i
O=C(NCCCn1ccnc1)c1cc(S(=O)(=O)N2CCOCC2)c(Cl)cc1Cl | i | 8 | 0 | 1 | -5.1* | i | i | i | 0.8 | 10 | i
CCC(=O)Nc1cccc(NC(=S)NC(=O)c2ccccc2)c1 | i | 5 | -149 | -5 | i | i | i | i | 2.6 | -183 | i
Cc1cc(=O)n2c3c(sc2n1)C(=O)N(Cc1ccccc1)C3=O | i | -3 | -10 | -1 | i | i | i | i | nt | -3 | i
Cc1cccc(NC(=O)COc2ccc(-c3nn(C)c(=O)c4ccccc34)cc2)c1 | i | 4 | 2 | 2 | i | i | i | i | 1.4 | 17 | i
Cc1cc(C)c([N+](=O)[O-])cc1-c1ccc(/C=N/c2c(-c3ccco3)nc3ccccn23)o1 | i | -7 | -1 | 18 | i | i | i | i | -0.4 | -92 | i
COc1ccc(CCNC(=O)Nc2ccc([N+](=O)[O-])cc2)cc1OC | i | -1 | -32 | 11 | i | i | i | i | -0.1 | 33 | i
CCNC(=O)CSc1nnc(C2CC2)n1-c1ccccc1 | i | -13 | -5 | -12 | i | i | i | i | 1.1 | 0 | i
COc1ccc(S(=O)(=O)NCC(c2ccco2)N2CCc3ccccc3C2)cc1 (stereo unspecified) | i | nt | nt | 1 | i | i | i | i | -0.1 | 1 | i
CC1SC(=NC(=O)C(C)N2C(=O)c3ccccc3C2=O)NC1=O (stereo unspecified) | i | -8 | -20 | -4 | i | i | i | i | -0.2 | 11 | i
Cc1ccc(-n2cc(CNCCN3CCOC3=O)c(-c3cccc(C)c3)n2)cc1 | -5.8* | 3 | -20 | -3 | i | i | i | i | 0.1 | 13 | i
COc1ccc(C2c3c(ncn(CCCN4CCOCC4)c3=N)Oc3ccc4ccccc4c32)cc1OC (stereo unspecified) | i | 0 | -8 | 0 | i | i | i | i | -0.5 | -26 | i
COc1cccc(CNC(=O)CC2C(=O)NCCN2Cc2ccoc2)c1OC (stereo unspecified) | i | -13 | -30 | 0 | i | i | i | i | 0.0 | 20 | i
COC(=O)C1=C(C(=O)OC)C2C(C)=CC(C)=CN2C(C(=O)OC)=C1C(=O)OC (stereo unspecified) | i | -3 | 0 | -2 | i | i | i | i | -0.2 | 8 | i
CCN(CC(=O)NCc1ccc(Cl)cc1)C(=O)COc1ccc(C)cc1C | i | -3 | -22 | 3 | i | i | i | i | -0.5 | 11 | i
COC(=O)/C=C1\S/C(=N/N=C/c2ccc(Cl)cc2)NC1=O | i | 7 | -10 | 6 | i | i | i | i | -0.6 | 13 | i
CCc1ccc(C(=O)CSc2nc(N)cc(=O)[nH]2)cc1 | i | -7 | -5 | 5 | i | i | i | i | 0.3 | 10 | i
CCn1c(NC(=O)c2ccccc2)nc2ccccc21 | i | 8 | -19 | 23 | i | i | i | i | 2.7 | -16 | i
Cc1ccc(/C=C(\NC(=O)c2ccc(C)cc2)C(=O)NCCCn2ccnc2)cc1 | i | -1 | -24 | -5 | i | i | i | i | 0.3 | -20 | i
O=C(CCC(=O)N1CCN(c2ccc(O)cc2)CC1)c1cccs1 | i | -4 | -46 | -2 | i | i | i | i | 0.2 | -24 | i
CC1CCN(C(=O)c2ccc(N3C(=O)c4ccccc4C3=O)cc2)CC1 | i | -4 | -2 | -1 | i | i | i | i | -8.3 | 15 | i
CCC/C(C)=C/c1ccc(CC)cn1 | i | -3 | -11 | -3 | i | i | i | i | 1.5 | -5 | i
CCCNC(=O)N1CCC(n2nccc2NC(=O)CCOc2ccccc2)CC1 | i | -4 | -69 | -10 | i | i | i | i | -0.3 | -8 | i
CCC(=O)Nc1nnc(S(=O)(=O)N2CCc3ccccc32)s1 | i | -2 | -12 | 6 | i | i | i | i | -0.2 | -13 | i
Cc1ccc(-c2[nH]nc3c2C(C)C(C#N)=C(N)O3)cc1 (stereo unspecified) | i | 2 | -22 | -15 | i | i | i | i | 0.1 | -38 | i
O=C(O)COc1ccc(-c2nnn(Cc3ccccc3F)n2)cc1 | i | 2 | -6 | -1 | i | i | i | i | -0.5 | -15 | i
Cc1nc(N2CCN(S(=O)(=O)c3cccc4nonc34)CC2)c2c3c(sc2n1)CCCC3 | i | 5 | 6 | 17 | i | i | i | i | -0.3 | -3 | i
O=C(CCS(=O)(=O)c1ccccc1)Nc1nc2c(s1)COc1ccccc1-2 | i | 0 | -51 | 2 | i | i | i | i | -0.7 | -5 | i
O=C1C(=O)N(c2ccc(O)cc2)C(c2ccccc2[N+](=O)[O-])/C1=C(\O)c1ccccc1 (stereo unspecified) | i | 3 | 1 | -5 | i | i | i | i | -0.1 | 4 | i
O=C(CN1CCN(S(=O)(=O)c2ccccc2)CC1)NC1CC1 | i | 1 | 0 | 7 | i | i | i | i | -0.7 | 8 | i
O=C(C/C=N/OCc1ccc(F)cc1Cl)c1cnc(-c2ccccc2)s1 | i | -10 | -21 | 2 | i | i | i | i | -0.1 | -4 | i
O=c1ccc2c(o1)/C(=C/C=C(Cl)Cl)CCC2 | i | -9 | -6 | 2 | i | i | i | i | 0.2 | 7 | i
N#Cc1ccc(N=c2ssnc2Cl)cc1 | i | -3 | -6 | -4 | i | i | i | i | 0.6 | -12 | i
Cc1cccc(NC(=O)CCn2c(=O)oc3ccccc32)c1 | i | -4 | -6 | 0 | i | i | i | i | 0.4 | -18 | i
COc1ccccc1-c1nnc(SCC(=O)N2CC(C)CC(C)C2)o1 (stereo unspecified) | i | 10 | 3 | -2 | i | i | i | i | -0.8 | ? | i

High-throughput results: PubChem, several laboratories
